Assay outcomes from PubChem.
Bfl-1 Bim block = inhibitors of Bim-Bfl-1 interaction, human; Q16548; Bead-based flow cytometry, Bim-Bfl-1 binding inhibition; inhibition, % at 10 µM; 190,000 compounds, 0.12% hits; AID 1008;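 also: 0% = wells without compound plus tracer and 100% = blocker peptide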
Mcl-1 Bim block = inhibitors of Bim-Mcl-1 interaction, human. Q07820. Bead-based flow cytometry, Bim peptide-Mcl-1 binding. inhibition, % at 10 µM. 190,000 compounds, 0.1% hits;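 also: 0% = no compound tracer wells and 100% = peptide blocker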
Bcl-2 Bim block = human Bim-Bcl-2 interaction inhibition. P10415. Bead-based flow cytometry, Bim peptide-Bcl-2 binding. inhibition, % at 10 µM. 190,000 compounds, 0.06% hits; in the data active = inhibition above about 40%; inconclusive = no clear call, values can overlap the other calls;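 also: 0% = no compound wells with probe peptide and 100% = reference peptide inhibitor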
Target sequence (P10415 whole entry, looked up): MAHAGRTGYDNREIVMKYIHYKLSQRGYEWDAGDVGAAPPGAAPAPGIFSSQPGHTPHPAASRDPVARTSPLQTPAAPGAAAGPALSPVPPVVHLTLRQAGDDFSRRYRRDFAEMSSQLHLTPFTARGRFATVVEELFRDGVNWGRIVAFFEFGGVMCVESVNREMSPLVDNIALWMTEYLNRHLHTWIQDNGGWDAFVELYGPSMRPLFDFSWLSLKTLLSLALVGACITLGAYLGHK
Bim-Bcl-XL = human Bim-Bcl-XL interaction inhibition; inhibition, % at 10 µM; Q07817; AID 1007; Bim peptide-Bcl-XL binding, bead flow cytometry, fluorescence; 190,000 compounds, 0.04% hits
Target sequence (Q07817 whole entry, looked up): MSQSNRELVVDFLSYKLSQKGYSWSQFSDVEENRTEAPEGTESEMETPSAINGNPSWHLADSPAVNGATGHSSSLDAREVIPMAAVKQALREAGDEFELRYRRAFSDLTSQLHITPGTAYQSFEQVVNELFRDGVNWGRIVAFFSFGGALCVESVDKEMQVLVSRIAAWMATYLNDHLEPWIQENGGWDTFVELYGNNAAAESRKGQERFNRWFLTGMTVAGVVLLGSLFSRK
RGS7-Gao = human RGS7-Galphao interaction regulation | binding response (% of control), % at 10 µM | 220,000 compounds, 0.35% hits | Multiplexed bead flow cytometry, RGS7-Galphao binding; actives lie on both sides | P09471 | AID 1439; in the data active = binding response below about 49% or above about 150%; inconclusive = no clear call, values can overlap the other calls; inactive = in between;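 also: fluorescent Galphao held in activated GDP-AlF4 state binding bead-coupled RGS7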
Target sequence (P09471 whole entry, looked up): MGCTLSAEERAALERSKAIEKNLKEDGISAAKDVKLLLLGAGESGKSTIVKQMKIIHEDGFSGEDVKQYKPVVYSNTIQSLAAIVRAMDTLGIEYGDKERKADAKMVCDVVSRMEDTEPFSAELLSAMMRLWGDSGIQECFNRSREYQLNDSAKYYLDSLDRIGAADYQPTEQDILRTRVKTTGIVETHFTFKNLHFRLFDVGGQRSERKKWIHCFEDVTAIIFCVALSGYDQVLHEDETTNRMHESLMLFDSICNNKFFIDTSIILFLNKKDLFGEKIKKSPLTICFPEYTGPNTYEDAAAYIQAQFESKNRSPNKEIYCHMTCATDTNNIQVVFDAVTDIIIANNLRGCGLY
RGS8-Gao = modulates binding of RGS8 to human Galphao; 220,000 compounds, 0.34% hits; P09471; AID 1423; response (percent of control binding), % at 10 µM; multiplexed bead flow cytometry; actives lie on both sides; in the data active = response below about 60% or above about 140%; inactive = in between;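 also: Galphao activated as the GDP aluminium fluoride complex binding bead-coupled RGS8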
Mcl1-Noxa inh = disrupts binding of human Mcl-1 to Noxa peptide. Q07820. TR-FRET Mcl-1/Noxa peptide binding, 2 h. inhibition, % at 21.7 µM. 220,000 compounds, 1.5% hits. AID 1022;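 active = compounds that cut the protein-peptide binding signal by more than 50% relative to plate controls in a single-dose test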;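 also: His-tagged Mcl-1 with rhodamine Noxa BH3 peptide and terbium anti-His antibody; 0% = Mcl-1 plus Noxa peptide wells and 100% = peptide-only wells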
RGS4-Gao reg = modulates binding of RGS4 to human Galphao; AID 1415; binding response (% of control), % at 10 µM; P09471; Multiplexed bead flow cytometry; actives lie on both sides; 220,000 compounds, 0.33% hits; in the data active = binding response below about 49% or above about 150%; inactive = in between;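 also: fluorescent Galphao activated with aluminum fluoride binding bead-coupled RGS4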
Bcl-B Bim block = inhibitors of Bim-Bcl-B interaction, human; Q9HD36; bead-based flow cytometry, Bim peptide-Bcl-B binding; inhibition, % at 10 µM; 190,000 compounds, 0.073% hits; AID 951;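 also: 0% = tracer peptide without compound and 100% = reference inhibitor peptide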
Target sequence (Q9HD36 whole entry, looked up): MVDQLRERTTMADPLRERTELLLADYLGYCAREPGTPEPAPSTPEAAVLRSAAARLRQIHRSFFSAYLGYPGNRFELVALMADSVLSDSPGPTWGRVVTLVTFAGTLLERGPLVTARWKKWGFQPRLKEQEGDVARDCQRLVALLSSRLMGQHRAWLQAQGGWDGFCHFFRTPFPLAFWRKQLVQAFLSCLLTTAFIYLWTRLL
Mcl1-Bid inh = disrupts binding of human Mcl-1 to Bid peptide; Q07820; TR-FRET Mcl-1/Bid-Dy647 peptide binding, 1536-well; inhibition, % at 21.7 µM; 220,000 compounds, 0.97% hits; AID 1021;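 active = compounds that cut the binding signal by more than half at the single screening dose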;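 also: His-tagged Mcl-1 with europium anti-His antibody binding Bid BH3 peptide; 0% = Mcl-1 plus peptide wells and 100% = peptide-only wells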
Bim-Bcl-W = human Bim-Bcl-W interaction inhibition. bead-based flow cytometry, Bim peptide-Bcl-W binding. inhibition, % at 10 µM. Q92843. 190,000 compounds, 0.02% hits;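 also: 0% = bound tracer without compound and 100% = peptide blocker; higher means less fluorescent Bim peptide bound to Bcl-W beads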
The depositor's hits bear a star; ? = inconclusive; / = not tested or not shown; [ ] = another dose, or the depositor's remark. Rule as the data show it, unless noted: active = inhibition above about 40%.

[1] O=C1CN(C(=O)COc2ccccc2)CCN1
[2] O=C1Nc2ccccc2C12OCC(COc1ccc(Cl)cc1)O2 (configuration not stated)
[3] Cc1onc(-c2c(F)cccc2Cl)c1C(=O)NC(=S)Nc1c(C)n(C)n(-c2ccccc2)c1=O
[4] COc1ccc(OC)c(S(=O)(=O)N(C)CC(=O)O)c1
[5] O=C(COC(=O)C1(c2ccccc2F)CCCC1)NCc1cccs1
[6] O=S(=O)(Nc1nc2ccccc2nc1Cl)c1ccc2c(c1)OCCO2
[7] O=C(NCc1cccs1)C1CCC(=O)N1C1CCCCC1 (configuration not stated)
[8] Cc1ccc(NC(=O)NC(=O)CSc2nnnn2C)c(C)c1

Assay by compound,1,2,3,4,5,6,7,8
Bfl-1 Bim block,-10,-13,-4,-4,0,-5,-18,-18
Mcl-1 Bim block,2,-6,-3,-4,-4,-2,-3,-4
Bcl-2 Bim block,-6,-13,-5,-8,-4,-2,-10,-15
Bim-Bcl-XL,-2,5,-3,-3,-2,-1,-5,-14
RGS7-Gao,102,103,?,101,97,101,99,89
RGS8-Gao,103,101,98,100,100,100,100,93
Mcl1-Noxa inh,-6,/,4,-40,8,-8,18,/
RGS4-Gao reg,104,102,98,98,99,98,100,94
Bcl-B Bim block,-5,-14,-5,-10,0,-1,-9,-8
Mcl1-Bid inh,2,9,-20,14,12,-12,0,-3
Bim-Bcl-W,2,-3,-3,-2,-2,1,0,0

[9] CC1(C)CC(Cc2nc(=S)[nH][nH]2)C(=O)O1 (configuration not stated)
[10] Cc1ccccc1NS(=O)(=O)c1cc(C(=O)Nc2cccc([N+](=O)[O-])c2)ccc1C
[11] N#CC(c1ccccc1)c1ccc(=O)[nH]n1 (configuration not stated)
[12] CC1=C(C(=O)OCc2ccccc2)C(c2ccccc2-c2ccccc2)NC(=O)N1CCCCCC(=O)O (configuration not stated)
[13] Cc1c(NC(=O)Nc2ccc3c(c2)OCO3)c(=O)n(-c2ccccc2)n1C
[14] CC(C)(C)c1ccc(-c2n[nH]c(=S)n2CCCN2CCOCC2)cc1
[15] COC(=O)CCC(=O)OC1(C)C(=O)C2=CN(C(CO)CO)C(c3ccc(OC)cc3)=CC2=C(Br)C1=O (configuration not stated)
[16] CCOC(=O)C1CCCN(C(=O)c2cc(Nc3ccc(OC)cc3OC)nc3ccccc23)C1 (configuration not stated)

Assay by compound,9,10,11,12,13,14,15,16
Bfl-1 Bim block,-3,-6,7,0,-11,-1,/,-13
Mcl-1 Bim block,2,-2,-1,0,-1,0,/,0
Bcl-2 Bim block,-1,-5,3,1,-10,1,/,-5
Bim-Bcl-XL,0,-3,2,-2,-6,-2,/,0
RGS7-Gao,100,100,101,99,227*[activator],99,?,97
RGS8-Gao,97,104,102,99,104,95,99,100
Mcl1-Noxa inh,5,16,24,1,-7,15,19,5
RGS4-Gao reg,103,101,101,103,122,99,104,99
Bcl-B Bim block,-8,-4,6,0,-5,-9,/,-4
Mcl1-Bid inh,-41,-9,-5,-7,-37,-16,-58,-56
Bim-Bcl-W,2,-3,2,1,0,0,/,1

[17] COC(=O)C1=C(NC(C)=O)CCS1
[18] CCn1c2ccccc2c2nnc(SCCCn3c(=O)[nH]c4ccccc43)nc21
[19] CN(C)S(=O)(=O)c1ccc(C(=O)Nc2ccc(S(=O)(=O)NC3=NCCCCC3)cc2)cc1
[20] COc1cc(/C=N/N=C2\CC3CCC2(C)C3(C)C)ccc1O (configuration not stated)
[21] COc1ccc(C(=O)N/N=C/c2c(C)[nH]c(=O)[nH]c2=O)cc1
[22] Cc1nnc(NC2CCCCC2)[nH]c1=O
[23] COC(=O)c1ccc(NC(=O)N2CCCC(C(=O)c3ccccc3OC)C2)cc1 (configuration not stated)
[24] CN(C)c1ccc(C(=S)NC2CCCCC2)cc1

Assay by compound,17,18,19,20,21,22,23,24
Bfl-1 Bim block,-17,-9,0,-16,-6,-3,-7,19
Mcl-1 Bim block,-2,0,0,-3,0,0,0,-5
Bcl-2 Bim block,-3,-7,0,-11,-1,-8,-3,-1
Bim-Bcl-XL,-3,-7,-2,-4,0,-2,-3,-12
RGS7-Gao,97,90,105,95,100,94,100,123
RGS8-Gao,96,94,100,99,103,97,101,88
Mcl1-Noxa inh,4,20,8,11,-6,-1,7,-20
RGS4-Gao reg,97,91,102,99,99,94,100,100
Bcl-B Bim block,-5,-9,-5,-12,-1,-7,-5,-49
Mcl1-Bid inh,-44,-4,-14,14,-5,-16,-16,-46
Bim-Bcl-W,-2,1,-4,-3,0,0,-1,-1

[25] CN(c1ccc(OCC(=O)OCC(=O)Nc2ccccc2)cc1)S(=O)(=O)c1cccs1
[26] Cc1cccc(-n2c(N)cc(=O)nc2SCC(=O)Nc2ccccc2)c1
[27] O=c1cc(-c2cccc([N+](=O)[O-])c2)[nH][nH]1
[28] CN(Cc1ccccc1)CC(O)COc1ccc(CNCCc2ccncc2)cc1 (configuration not stated)
[29] COc1ccc(N2CCN(C(=O)c3ccc(Oc4ccc(C(F)(F)F)cn4)cc3)CC2)cc1
[30] O=C(O)/C=C/C(=O)Nc1ccc(-n2nccc2C(F)(F)F)cc1
[31] Cc1cccc(C)c1NC(=S)NCc1ccccc1
[32] CCN(CC)S(=O)(=O)c1cccc(C(=O)N2CCCCC2)c1

Assay by compound,25,26,27,28,29,30,31,32
Bfl-1 Bim block,-3,-7,-2,1,-3,/,-2,-11
Mcl-1 Bim block,-6,0,-5,0,-4,/,-2,-5
Bcl-2 Bim block,-2,-4,-1,2,-4,/,0,-9
Bim-Bcl-XL,-12,-17,-5,-1,-3,/,-5,-21
RGS7-Gao,99,97,83,109,103,?,104,106
RGS8-Gao,103,97,96,116,102,101,101,102
Mcl1-Noxa inh,13,9,21,14,14,-1,14,/
RGS4-Gao reg,101,100,87,109,104,100,106,102
Bcl-B Bim block,-5,-4,-4,0,-5,/,-4,-14
Mcl1-Bid inh,2,-11,-53,6,-30,-26,-18,-16
Bim-Bcl-W,-4,1,-2,0,-4,/,-5,-4

RGS7-Gao: entries above that show a hit.
[13] Cc1c(NC(=O)Nc2ccc3c(c2)OCO3)c(=O)n(-c2ccccc2)n1C

Assay by compound,13
Bfl-1 Bim block,-11
Mcl-1 Bim block,-1
Bcl-2 Bim block,-10
Bim-Bcl-XL,-6
RGS7-Gao,227*[activator]
RGS8-Gao,104
Mcl1-Noxa inh,-7
RGS4-Gao reg,122
Bcl-B Bim block,-5
Mcl1-Bid inh,-37
Bim-Bcl-W,0

(further entries)
[33] CCOc1ccc(N(C(C)C(=O)N/N=C(\C)c2cccc(NC(=O)c3ccccc3)c2)S(C)(=O)=O)cc1 (configuration not stated)
[34] CCOc1ccc(C2CC(c3ccccc3)Nc3nc(N)nn32)cc1 (configuration not stated)
[35] COc1ccc(C(C)=O)cc1CN1C(=O)NC2(CCCCC2C)C1=O (configuration not stated)
[36] COc1ccccc1N1CCN(C(=O)c2oc3ccc(Br)cc3c2C)CC1
[37] Cc1ccc2c(C)cc[n+](CCCS(=O)(=O)[O-])c2c1
[38] Cc1ccc(CN(CC(=O)NC2CCCC2)C(=O)CSc2nnc(COc3ccccc3)o2)cc1
[39] Cc1ccc(S(=O)(=O)N2CCCCC2)cc1NC(=O)Cn1ccsc1=N
[40] COc1ccccc1-c1c(C)oc2c(CN3CCN(C)CC3)c(O)ccc2c1=O

Assay by compound,33,34,35,36,37,38,39,40
Bfl-1 Bim block,-3,1,0,1,-12,/,-4,-3
Mcl-1 Bim block,-1,4,-4,0,-3,/,0,-6
Bcl-2 Bim block,-2,1,0,1,-6,?,-2,-7
Bim-Bcl-XL,0,0,-2,-4,-4,/,-2,-9
RGS7-Gao,106,99,94,99,103,110,?,100
RGS8-Gao,101,101,102,103,103,107,101,99
Mcl1-Noxa inh,-5,10,-13,-14,9,-17,-2,-21
RGS4-Gao reg,100,99,99,99,103,106,100,97
Bcl-B Bim block,-1,1,-2,-1,-8,/,-3,-7
Mcl1-Bid inh,5,-107,-40,-16,-8,0,-18,2
Bim-Bcl-W,-2,3,-2,-1,-3,/,0,-5

[41] O=c1[nH]c(-[n+]2ccccc2)c(/C=N/NC([S-])=Nc2ccccc2)s1
[42] S=c1[nH]nc(-c2cc(-c3ccccc3)n[nH]2)n1/N=C/c1ccc(Cl)c(Cl)c1
[43] CN(c1ccc(C(=O)NCCSCc2ccccc2)cc1)S(=O)(=O)c1ccccc1
[44] Cc1cc(Br)ccc1NC(=O)CNC(=O)CSc1n[nH]c(N)n1
[45] CCOC(=O)/C(C#N)=C(\N)C(C)C(=O)Nc1ccccn1 (configuration not stated)
[46] Cc1[nH]n(-c2ccc(Br)cc2)c(=O)c1C=Nc1ccc(S(=O)(=O)Nc2nccs2)cc1
[47] O=C(Nc1ccccc1)Nc1ccc2snnc2c1
[48] COc1ccc(/C(O)=C/C(=O)C(=O)NNC(=O)C(O)(c2ccccc2)c2ccccc2)cc1

Assay by compound,41,42,43,44,45,46,47,48
Bfl-1 Bim block,/,/,-20,-6,0,1,-1,-22
Mcl-1 Bim block,/,/,-8,-1,-3,0,-4,-4
Bcl-2 Bim block,/,/,-13,-11,-5,0,-4,-9
Bim-Bcl-XL,/,/,-10,-5,0,1,-7,-6
RGS7-Gao,?,?,99,101,99,106,103,100
RGS8-Gao,98,103,104,102,103,119,105,101
Mcl1-Noxa inh,13,22,25,23,-14,79*,15,-6
RGS4-Gao reg,100,106,99,100,100,102,106,101
Bcl-B Bim block,/,/,-9,-10,0,4,-8,-10
Mcl1-Bid inh,-13,17,-9,0,-7,-71,-8,-41
Bim-Bcl-W,/,/,-2,-3,-3,3,-4,-3

Next section; it opens with the four that closed the last part.
[45] CCOC(=O)/C(C#N)=C(\N)C(C)C(=O)Nc1ccccn1 (configuration not stated)
[46] Cc1[nH]n(-c2ccc(Br)cc2)c(=O)c1C=Nc1ccc(S(=O)(=O)Nc2nccs2)cc1
[47] O=C(Nc1ccccc1)Nc1ccc2snnc2c1
[48] COc1ccc(/C(O)=C/C(=O)C(=O)NNC(=O)C(O)(c2ccccc2)c2ccccc2)cc1
[49] O=C(CSCc1ccccc1)N/N=C/c1cc2c(cc1Br)OCO2
[50] S=C(Nc1cccc(Cl)c1)N1CCN(Cc2ccccc2)CC1
[51] O=C(/C=C/c1c(Cl)cccc1Cl)N1CCN(c2ncccn2)CC1
[52] COc1cccc(OCCCN2CCCCCC2)c1
[53] Cc1ccc(C(=O)OCC(=O)NCCN2C(=O)CSC2=O)cc1

Assay by compound,45,46,47,48,49,50,51,52,53
Bfl-1 Bim block,0,1,-1,-22,-8,-10,6,-5,-1
Mcl-1 Bim block,-3,0,-4,-4,-6,-2,8,-2,-2
Bcl-2 Bim block,-5,0,-4,-9,-9,-3,5,-4,-1
Bim-Bcl-XL,0,1,-7,-6,-12,-6,8,-1,-4
RGS7-Gao,99,106,103,100,92,98,91,?,100
RGS8-Gao,103,119,105,101,96,100,84,91,99
Mcl1-Noxa inh,-14,79*,15,-6,12,13,0,18,3
RGS4-Gao reg,100,102,106,101,91,103,86,94,101
Bcl-B Bim block,0,4,-8,-10,-12,-8,9,-1,-2
Mcl1-Bid inh,-7,-71,-8,-41,-15,-26,-13,24,0
Bim-Bcl-W,-3,3,-4,-3,-7,-3,6,-1,-1
